NPC1 promoter act = activators of NPC1 promoter. Huh7 NPC1 promoter luciferase reporter, 24 h. Potency, µM (doses to about 9.22 µM), for the others: top-dose activation, actives largely listed as activators. 2.4% of 320,000 active. AID 485313;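 further: % of control where 0% means no effect; nearly all actives have a fitted effect of over 60% in size; reporter is driven by a mutant NPC1 promoter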
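In 1536-well qHTS, Huh7 cells harboring an NPC1 promoter–luciferase construct received compound for 24 h; activation was quantified by luminescence following luciferase reagent addition.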
p53 reactivation = mutant p53 re-activation in reporter cells; 0.063% of 320,000 active; H1299 p53-A138V BP100-luciferase reporter, luminescence, 24 h; Potency, µM (titrated, usually from 92.2 µM), for the others: at the top dose activity change, positive = activation, most hits filed as activators; further: % of control where 0% means no effect; nearly all actives have a fitted effect of over 45% in size
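H1299 (p53-null), stable ts p53-A138V + BP100-Luc; 1000 cells/well, Opti-MEM/10% FBS; cpd 4 pt, 1:5; 24 h, 37 deg C, 5% CO2; detection reagent 10 min RT; luminescence.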
uPA surface inh = cell surface uPA generation inhibition; cell surface uPA generation assay, qHTS; Potency, µM (doses to about 38.3 µM), inactives show at the top dose activity change, negative = inhibition, hits mostly inhibitors; 0.31% of 330,000 active; AID 540303; active means well fitted inhibition curve with a large enough effect; inconclusive means small, poorly fitted or top-dose-only effect; inactive means no such curve, though single readings can be large or run the other way; tested in mouse RAW 264.7 cells; further: on the % scale 0 is the no-effect control and ±100 the full control effect; nearly all actives have a fitted effect of over 55% in size
Rab9 promoter act = activators of Rab9 promoter. Potency, µM (top dose mostly 9.22 µM), without a hit: top-dose activation, negative = inhibition, hits mostly activators. 2.8% of 320,000 active. Huh7 Rab9 promoter-luciferase reporter, luminescence, 24 h; further: % of control where 0% means no effect; nearly all actives have a fitted effect of over 60% in size
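Luciferase signal after 10 min detection reagent at ambient indicates Rab9 promoter upregulation; stably transfected Huh7 cells were treated 24 h with compound in DMSO at 37 °C, 5% CO2.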
ELG1 genotoxic = inducers of genotoxicity in HEK293T ELG1-luciferase cells. HEK293T ELG1-luciferase reporter, luminescence, 16 h. Potency, µM (doses to about 46 µM), without a hit: at the highest dose activity change, positive = activation, hits mostly activators. 1.3% of 330,000 active. AID 504466; further: % of control where 0% means no effect; nearly all actives have a fitted effect of over 60% in size
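HEK293T cells expressing luciferase-tagged ELG1 were exposed to compound or DMSO vehicle for 16 hr at 37 °C and 5% CO2. Luciferase activity was then measured with ONE-Glo after 30 min at room temperature.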
RORg inh = blocks mouse ROR gamma transcriptional activity. P51450. Drosophila S2 Gal4-RORgamma UAS-luciferase reporter, 20 h. Potency, µM (titrated, usually from 53.6 µM), for inactives: at the highest dose activity change, negative = inhibition, actives largely listed as inhibitors. 5.4% of 310,000 active. AID 2551; further: on the % scale 0 is the no-effect control and ±100 the full control effect; nearly all actives have a fitted effect of over 60% in size
Target sequence (P51450 whole entry, looked up, the tested form may be a part): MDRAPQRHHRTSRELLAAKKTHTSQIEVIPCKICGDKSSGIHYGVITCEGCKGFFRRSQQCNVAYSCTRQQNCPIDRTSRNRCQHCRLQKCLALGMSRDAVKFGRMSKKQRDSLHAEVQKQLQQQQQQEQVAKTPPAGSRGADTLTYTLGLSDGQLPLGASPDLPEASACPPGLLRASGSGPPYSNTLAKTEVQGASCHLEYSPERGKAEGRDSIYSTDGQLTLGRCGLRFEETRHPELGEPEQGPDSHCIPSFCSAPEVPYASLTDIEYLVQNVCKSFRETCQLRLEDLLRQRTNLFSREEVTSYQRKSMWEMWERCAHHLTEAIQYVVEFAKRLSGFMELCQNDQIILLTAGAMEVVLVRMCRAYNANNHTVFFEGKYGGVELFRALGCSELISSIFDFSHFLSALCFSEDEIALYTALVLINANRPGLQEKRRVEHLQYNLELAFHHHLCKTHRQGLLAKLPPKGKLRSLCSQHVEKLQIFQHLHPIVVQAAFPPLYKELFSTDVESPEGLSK
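ROR gamma transcriptional activity was tracked as Gal4-UAS luciferase output in stably transfected Drosophila Schneider cells, with compound added 1 hr before 700 uM copper sulfate induction and a 20 hr ambient-temperature incubation.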
BRCA1 expr up = increases BRCA1 expression | Potency, µM (titrated, usually from 46.1 µM), for the others: at the top dose activation, usual class: activators | MCF7-BRCA1-FFLuc reporter, luminescence, 48 h; response scale: scaled: vehicle 0%, 10 µM genistein 100% | 1.1% of 380,000 active; further: nearly all actives have a fitted effect of over 80% in size; some results filed as inactive show a strong effect at the top dose
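MCF7 cells carrying a BRCA1-firefly luciferase reporter (2000 cells/well, phenol-red free MEM) were attached for 2 h at 37 °C, then given compounds for 48 h. Luminescence was read 15 min after luciferase reagent; activity normalized to genistein (10 microM) and DMSO.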
MBNL1 CUG block = MBNL1-poly(CUG) RNA binding inhibition | AID 2675 | 0.036% of 280,000 active | Potency, µM (series often up to 57.5 µM), for inactives: at the top dose activity change, negative = inhibition, usual class: inhibitors | TR-FRET MBNL1-His/biotin-(CUG)12 binding, 665/545 ratio; active means well fitted inhibition curve with a large enough effect in the signal ratio, with a control signal flat, not every such curve was filed as active; inconclusive means small, poorly fitted or top-dose-only effect, or effect the other way, or a change in a side signal; inactive means no such curve, though single readings can be large or run the other way; the % refers to the signal ratio; further: on the % scale 0 is the no-effect control and ±100 the full control effect
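His-tagged MBNL1 binding to biotinylated (CUG)12 RNA was measured by TR-FRET using terbium anti-His antibody (0.055 ng/ul final) and streptavidin-XL665 (5 nM final). Compounds were titrated 92 nM to 58 uM; 60 min at room temperature.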
FLuc counter = firefly luciferase modulation, counter-screen for miR-21 project; purified FLuc, Km substrates, luminescence inhibition; AID 588342; P08659; 6.9% of 360,000 active; Potency, µM (doses to about 57.5 µM), for inactives: at the top dose activity change, negative = inhibition, usual class: inhibitors;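 further: plate controls were vehicle for no effect and reference inhibitor for full effect; nearly all actives have a fitted effect of over 55% in size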
Target sequence (P08659 whole entry, looked up): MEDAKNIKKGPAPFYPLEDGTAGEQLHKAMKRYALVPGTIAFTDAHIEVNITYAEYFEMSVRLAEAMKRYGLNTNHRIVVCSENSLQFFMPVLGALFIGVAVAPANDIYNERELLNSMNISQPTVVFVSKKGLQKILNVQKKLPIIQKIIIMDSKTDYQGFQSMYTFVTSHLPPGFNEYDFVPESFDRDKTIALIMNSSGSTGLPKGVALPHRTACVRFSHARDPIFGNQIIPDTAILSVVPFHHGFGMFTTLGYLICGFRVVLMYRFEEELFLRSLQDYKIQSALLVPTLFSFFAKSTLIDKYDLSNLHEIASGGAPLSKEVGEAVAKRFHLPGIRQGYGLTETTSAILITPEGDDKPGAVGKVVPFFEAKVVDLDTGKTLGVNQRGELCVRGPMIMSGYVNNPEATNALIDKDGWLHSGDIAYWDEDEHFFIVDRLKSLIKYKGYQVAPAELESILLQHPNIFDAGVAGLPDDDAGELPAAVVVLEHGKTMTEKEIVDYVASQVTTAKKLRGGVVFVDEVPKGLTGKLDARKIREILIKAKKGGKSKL
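Purified P. pyralis luciferase, 10 nM final, with Km-level 10 uM D-luciferin and 10 uM ATP in 50 mM Tris acetate pH 7.5, 10 mM Mg acetate, 0.01% Tween-20, 0.05% BSA; 6-point qHTS titration about 60 µM downward; luminescence read.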
Gal4-VP16 FLuc = counter-screen for ROR gamma inhibitors: Gal4-VP16 reporter; Drosophila S2 Gal4-VP16 UAS-luciferase, luminescence, 20 h; Potency, µM (doses to about 53.6 µM), without a hit: at the highest dose activity, negative = inhibition, hits mostly inhibitors; 3.5% of 310,000 active; AID 2546;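 further: Gal4-VP16 expression switched on by copper sulfate through the metallothionein promoter; on the % scale 0 is the no-effect control and ±100 the full control effect; nearly all actives have a fitted effect of over 50% in size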
* marks the source's active call; other numbers are inactive results; ? = inconclusive; . = no result given; & = joins results of further samples; [ ] = remark or other dose. Unless noted, the call rests on the fitted dose curve; in most records, active means well fitted curve in the direction sought with a large enough effect; inconclusive means small, poorly fitted or top-dose-only effect, or another doubt; inactive means no such curve, though single readings can be large; an effect the other way counts as inactive or inconclusive. Potency means the concentration at half of the fitted maximal effect.

SMILES | NPC1 promoter act | p53 reactivation | uPA surface inh | Rab9 promoter act | ELG1 genotoxic | RORg inh | BRCA1 expr up | MBNL1 CUG block | FLuc counter | Gal4-VP16 FLuc
Cc1ccc(O)c(C(=O)c2cnn(C(=O)c3cccc(S(=O)(=O)N(C)C)c3)c2)c1 | 5% | -2% | -1% | -2% | -11% | . | 19% | . | 1% | .
O=C(c1cnn(-c2ccccc2)c1-n1cccc1)N1CCN(C2CCCCC2)CC1 | -2% | 4% | -9% | -6% | 1% | 1% | -2% | 5% | 0% | -6%
COc1ccc(-n2c(Cc3cccn3C)nnc2SCC(=O)NCc2ccccc2Cl)cc1 | -2% | -13% | 2% | -3% | 0% | 20% | -1% | -6% | 0% | -3%
O=C(O)c1ccc(Nc2ccc(F)c(F)c2)c([N+](=O)[O-])c1 | 4% | ? | -2% | 10% | -3% | 20% | -5% | ? | -2% | -4%
O=C(CCCn1c(SCC(=O)NC2CCCCC2)nc2ccccc2c1=O)NCC1CCCO1 (stereo unspecified) | -5% | -9% | 8% | 1% | -3% | 5% | 7% | 0% | 10% | 2%
COc1cccc(C(=O)N2CCN(S(C)(=O)=O)CC2)c1 | -2% | 5% | -1% | 1% | -1% | ? | 6% | -1% | 3% | 11%
O=S(=O)(Nc1ccc(F)cc1)c1cccc2nsnc12 | -3% | 3% | -5% | -7% | -4% | 8% | -2% | ? | 0% | 5%
O=C(Nc1ccccc1)c1ccc(CN2CCc3ccccc3C2)cc1 | -19% | 6% | 2% | -15% | 19% | 37% | 31% | -2% | 5% | 20%
Cc1cc(OCC(=O)Nc2ccc(S(=O)(=O)N3CCN(C)CC3)cc2)ccc1Cl | -4% | -7% | -6% | 0% | -5% | ? | 0% | ? | -11% | -11%
CCSc1nnc(COc2ccccc2)n1CC | -4% | 2% | -2% | 0% | 1% | -9% | 1% | -4% | 0% | -5%
COCCN(C(=O)CSc1nnc(Nc2ccccc2F)s1)c1c(N)n(Cc2ccccc2)c(=O)[nH]c1=O | 0% | 3% | 7% | 0% | 5% | 10% | 25% | 0% | ? | 4%
O=C(CCNC(=O)c1ccccc1Cl)Nc1nccs1 | -1% | 1% | -1% | -6% | -2% | 16% | -4% | -13% | 0% | -6%
CC(=O)NCCNC(=O)c1oc2ccccc2c1CSc1ncn[nH]1 | -3% | -2% | 4% | 4% | -1% | -6% | 0% | -5% | 1% | 4%
Cc1nc(Cc2nnc(SCC(=O)N3CCN(c4ccc(O)cc4)CC3)o2)cs1 | 8% | -8% | ? | -10% | 0% | . | 2% | . | 2% | .
CCOc1ccc(CCNC(=O)c2ccc3nc(CC)c(CC)nc3c2)cc1 | 1% | -1% | 3% | -2% | -1% | -10% | 9% | -1% | 1%&-1% | -4%
O=S(=O)([O-])C(c1ccccc1)[n+]1ccccc1 (stereo unspecified) | 1% | -4% | 13% | -1% | -2% | . | -7% | . | 7% | .
Cc1cccc(/C=C/c2onc(C)c2S(=O)(=O)N2CCC(C(=O)NC(C)C)CC2)c1 | -8% | 9% | -4% | 3% | 0% | -1% | 6% | 11% | -2% | -3%
C/C(=N\NC(=O)c1ccn(C)n1)c1ccc(NC(=O)C2CCC2)cc1 | -2% | 17% | -13% | -6% | 2% | -4% | ? | 4% | -4% | 3%
COCCNc1nc(-c2ccccc2)nc2ccccc12 | -1% | 2% | -2% | -4% | 0% | -12% | -38% | -3% | 4% | -3%
CC(=O)c1ccc(NC(=O)N2CCN(c3ccc(C)cc3)C(C)C2)cc1 (stereo unspecified) | -1% | -5% | -4% | -5% | -1% | ? | 3% | -7% | -7% | 3%
CSc1nc(SCCO)c2sc3nc(-c4ccco4)c4c(c3c2n1)CC(C)(C)OC4 | 1% | 28% | -2% | 1% | -6% | 9% | -2% | 120%[activator] | ? | -10%
COC(=O)CNc1ccc2c(c1)OCO2 | -2% | 8% | 0% | -3% | 3% | 42% | -13% | 36%[activator] | -16% | 5%
CCCc1c(C(=O)O)cnn1-c1ccc(Cl)cc1 | -5% | 0% | 1% | -2% | 1% | 2% | 8% | -8% | 3% | -7%
Cc1nc(N2CCN(c3ccccc3)CC2)[nH]c(=O)c1Cc1ccccc1 | -2% | 4% | -3% | -2% | -2% | -18% | 13% | 7% | 1% | -6%
Clc1ccccc1-c1nnc(CNC2CC2)o1 | -3% | 18% | -2% | 9% | 4% | 28% | 1% | . | -2% | -13%

Next records.
SMILES | NPC1 promoter act | p53 reactivation | uPA surface inh | Rab9 promoter act | ELG1 genotoxic | RORg inh | BRCA1 expr up | MBNL1 CUG block | FLuc counter | Gal4-VP16 FLuc
CCC(=O)n1nc(-c2ccccc2)nc1N | 2% | -1% | 6% | -3% | -1% | -3% | 0% | -11% | 2% | 0%
C=CCC(c1ccccc1)N(C(C)=O)c1ccco1 (stereo unspecified) | 0% | 8% | 2% | -2% | -15% | 38% | 7% | -1% | -4% | -9%[10 µM]
N#Cc1cccc(C#N)c1Oc1ccc(S(=O)(=O)Nc2ccc(Cl)cc2)cc1 | 0% | -1% | -7% | -7% | -6% | 40% | -53% | -9% | 0% | -26%
O=C(CCc1ccccc1Cl)N1CCN(S(=O)(=O)c2ccccc2)CC1 | 0% | -3% | 11% | -3% | 1% | . | 2% | . | 3% | .
Nc1ccccc1C#Cc1ccccc1 | ? | 16% | ? | 26% | ? | -2%&-18% | 11µM* | -3% | 6.7µM* | -4%&18%
C[C@]12CCC(=O)CC1=CCC1C3CC=C(C#N)[C@@]3(C)CC[C@@]12O (stereo partly specified) | 2% | -2% | 11% | 0% | -1% | 9% | -4% | 12% | -1% | -3%
O=C(CN1C(=O)NC2(CCSC2)C1=O)N1CCN(c2ccc(F)cc2)CC1 (stereo unspecified) | 2% | 2% | 2% | -1% | -1% | -2% | -3% | -8% | -3% | 2%
COc1ccccc1C(=O)Oc1ccc(N2C(=O)CCC2=O)cc1 | -3% | -12% | 0% | 2% | 1% | 24% | -1% | -3% | -18% | -1%
O=C(Cn1ccc2ccccc21)Nc1ccc2c(c1)OCO2 | 1% | -3% | 4% | -1% | 2% | -2% | 1% | 1% | -1% | 26%
CCCCN(C(=O)c1c(CC)noc1C)c1c(N)n(CC(C)C)c(=O)[nH]c1=O | 0% | 1% | -1% | -4% | 1% | . | 9% | . | 0% | .
CCc1nnc(NC(=O)CS(=O)(=O)Cc2ccccc2)s1 | 3% | 0% | 1% | -1% | 1% | 12% | 5% | -5% | 1% | -8%
Cc1c(NC(=O)C(C)OC(=O)c2c3c(nc4ccccc24)CCC3)c(=O)n(-c2ccccc2)n1C (stereo unspecified) | -4% | -8% | -14% | 3% | -6% | ? | -4% | 3% | -6% | 12%
Cc1cc(C(=O)CSc2nnc(N)s2)c(C)n1-c1c(C)n(C)n(-c2ccccc2)c1=O | -4% | 0% | 14% | -3% | 0% | 4% | -7% | 1% | 13% | -2%
CC(=O)N1CCc2c(sc3c2c(=O)n(Cc2ccccc2)c(=O)n3CC(=O)NCC2CCCO2)C1 (stereo unspecified) | -1% | . | -13% | 7% | ? | -33% | -15% | -13% | 0% | 5%
COCc1cc(Sc2ccc(OC)cc2)nc(-c2ccccc2)n1 | 0% | 3% | -1% | 3% | -1% | 0% | -22% | -3% | -8% | -15%
Nc1nc(-c2ccc([N+](=O)[O-])cc2)c(C(=O)Nc2ccc(Cl)cc2)s1 | -5% | -5% | 1% | -5% | 6% | 17% | 0% | . | 1% | -1%
COc1ccccc1/C=C/C=N/Nc1cccc(C(=O)O)c1 | 0.11µM* | 6% | 0% | 0.13µM* | 0.65µM* | -5% | -4% | 20% | 0.54µM* | -16%
COc1ccc(C(=O)Nc2ccc(N3CCOCC3)cc2)cc1S(=O)(=O)N1CCOCC1 | -5% | 0% | 2% | -9% | 2% | . | -8% | . | -5% | .
CCCNS(=O)(=O)c1ccc(-n2cnnn2)c(OC)c1 | -2% | 1% | 4% | 2% | 4% | 3% | -24% | -12% | 2% | -13%
O=C(CN1c2cccc3cccc(c23)S1(=O)=O)Nc1ccccc1F | -4% | -1% | -2% | 4% | 4% | 0% | -9% | 15% | 2% | -9%
Cn1c(C(=O)O)cc2cc(F)ccc21 | 6% | 1% | 2% | 4% | 0% | -12% | -41% | -17% | -12% | 4%
C=CCN(c1ccccc1)S(=O)(=O)c1cccc(C(=O)NCC(c2ccc(F)cc2)N2CCOCC2)c1 (stereo unspecified) | -1% | 0% | -5% | -2% | ? | . | -10% | . | 1% | .
CCC(C)Oc1ccccc1C1CC(=O)NC2=C1C(=O)CCC2 (stereo unspecified) | -15% | -5% | -17% | -11% | 1% | 40% | -62% | 1% | 2% | -7%
COc1ccc(N2CCN(C(=O)COC(=O)CNC(=O)c3ccc(C)cc3)CC2)cc1 | -1% | -1% | -4% | 1% | 2% | . | -8% | . | ? | .
NC(=O)C[C@H](N)c1cn([C@@H](CC(N)=O)C(=O)N2CCNCC2)nn1 | -4% | 6% | 4% | -2% | 3% | . | -2% | . | 4% | .

Shown with tabs: entries from further up.
SMILES	NPC1 promoter act	p53 reactivation	uPA surface inh	Rab9 promoter act	ELG1 genotoxic	RORg inh	BRCA1 expr up	MBNL1 CUG block	FLuc counter	Gal4-VP16 FLuc
COc1ccccc1C(=O)Oc1ccc(N2C(=O)CCC2=O)cc1	-3%	-12%	0%	2%	1%	24%	-1%	-3%	-18%	-1%
O=C(Cn1ccc2ccccc21)Nc1ccc2c(c1)OCO2	1%	-3%	4%	-1%	2%	-2%	1%	1%	-1%	26%
